Assay outcomes from PubChem BioAssay.
aDG glyco up – alpha-DG glycosylation activation | Pro5-aDG cells, alpha-DG glycosylation AlphaScreen (IIH6); 0% Pro5, 100% B10-LARGE cell signal | activation, % at 10 µM | AID 624168 | 360,000 tested, 0.22% active;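 active means activation of at least 8% versus controls, or a plate z-score of at least 8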;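 further: Pro5 are CHO cells carrying HIG-tagged alpha-DG that lacks glycosylation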
ABCB6 inh MLPCN – blocks the human ABCB6 transporter. K562-ABCB6 porphyrin accumulation, flow cytometry, 1 h; stronger effect = lower value. fluorescence ratio to DMSO, % at 10 µM. 360,000 tested, 0.19% active;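 active means fluorescence ratio to DMSO below 75%, the collection mean minus 3 SD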;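 further: signal is porphyrin accumulated inside mitochondria; 100% equals median channel fluorescence of DMSO control wells; lower ratio means ABCB6 inhibition with less porphyrin fluorescence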
Target sequence (Q9NP58 whole entry, looked up): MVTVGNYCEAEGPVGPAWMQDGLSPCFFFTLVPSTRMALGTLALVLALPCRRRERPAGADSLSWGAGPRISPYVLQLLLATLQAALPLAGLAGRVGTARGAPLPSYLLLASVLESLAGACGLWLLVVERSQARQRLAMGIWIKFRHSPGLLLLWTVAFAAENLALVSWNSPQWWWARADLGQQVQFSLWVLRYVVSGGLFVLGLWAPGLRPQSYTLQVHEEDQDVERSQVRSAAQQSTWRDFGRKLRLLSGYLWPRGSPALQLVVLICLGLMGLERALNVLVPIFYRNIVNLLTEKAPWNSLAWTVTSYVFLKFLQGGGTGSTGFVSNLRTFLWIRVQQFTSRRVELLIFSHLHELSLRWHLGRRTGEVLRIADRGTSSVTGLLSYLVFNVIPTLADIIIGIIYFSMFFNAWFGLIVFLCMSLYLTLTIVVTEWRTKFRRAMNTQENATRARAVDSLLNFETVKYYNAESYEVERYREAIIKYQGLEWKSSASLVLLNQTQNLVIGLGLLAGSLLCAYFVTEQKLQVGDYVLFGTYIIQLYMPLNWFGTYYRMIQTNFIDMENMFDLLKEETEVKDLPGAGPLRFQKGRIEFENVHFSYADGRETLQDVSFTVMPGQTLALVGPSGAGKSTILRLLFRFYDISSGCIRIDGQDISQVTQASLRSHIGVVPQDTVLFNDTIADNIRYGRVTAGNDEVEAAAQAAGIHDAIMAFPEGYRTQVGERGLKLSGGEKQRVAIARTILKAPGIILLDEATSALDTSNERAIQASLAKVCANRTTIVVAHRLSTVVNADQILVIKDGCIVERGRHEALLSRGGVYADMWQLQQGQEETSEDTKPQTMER
MC4R antag cAMP – blocks human MC4R cAMP signaling. P32245. 360,000 tested, 0.48% active. inhibition, % at 6.5 µM. MC4R-expressing cells, MTII-stimulated cAMP, LANCE TR-FRET;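 active means inhibition above its plate's cutoff, the mean of tested wells on that plate plus 3 SD, cut at about 29% in these data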;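 further: 0% = Melanotan II alone and 100% = Melanotan II plus saturating MCL0020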
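Assay system: U2OS cells stably expressing human melanocortin 4 receptor (MC4R) / Dosing: 6.5 µM / Timing: compound 30 min, challenge 1 h, detection 1 h / Measured by: Eu-cAMP/anti-cAMP TR-FRET, emission 671 nm / Replicates: singlicate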
Vif imaging – HIV Vif inhibition; HEK293T cells, Vif self-association by quenched fluorescence, imaging, 24 h; inhibition, % at 7.49 µM; 340,000 tested, 0.35% active; AID 602346; in the data active means inhibition above about 50%, passing the limit was not always enough; further: some results filed as inactive read as strong as hits
Glyco luc inh – blocks N-linked glycosylation in D54 reporter cells; D54 ERlucT glycosylation luciferase reporter, 24 h; percent of 100 nM tunicamycin response; reporter increase, % at 12.5 µM; 360,000 tested, 0.23% active; AID 588692;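 active means mean luciferase reporter signal, scaled so untreated is 0 and the glycosylation-blocking control 100, at or above a set limit in every replicate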;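 further: luciferase carries N-glycosylation sites so blocking glycosylation raises the light; 0% = median of neutral control wells and 100% = median of 100 nM tunicamycin wells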
CaV13 FRET inh – Primary screen for inhibitors of IQ motif and Ca2+-dependent inactivation inhibitor domain binding in CACNA1D, Förster resonance energy transfer in living cells, …; HEK cells, CFP/YFP FRET ICDI-IQ, plate reader, 10 min; percent FRET-ratio fall versus neutral wells; inhibition, % at 12.3 µM; 340,000 tested, 0.098% active; AID 743397;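 active means mean replicate inhibition of at least 30% and at least 1% of replicates passing that level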;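 further: 0% = median of the neutral control wells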
H9c2 protect – modulators protecting cardiomyocytes from myocardial damage; H9c2 cardiomyocytes, H2O2 injury protection, ATPLite, 2 h; protection from H2O2 cell death, % at 20 µM; 360,000 tested, 0.63% active; AID 588492;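 active means compounds giving at least 50% protection of heart cells from peroxide-induced death in the single-dose screen, raw or plate-pattern-corrected value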;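 further: 0% = DMSO wells with peroxide and 100% = DMSO wells without peroxide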
PDI turbidity – blocks human protein disulfide isomerase activity; P07237; PDI insulin aggregation turbidity, A650, 90 min; inhibition, % at 10 µM; 350,000 tested, 0.052% active; AID 588391;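 active means mean inhibition across replicates of 30% or more, whatever share of single replicates reach that level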;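 further: absorbance from insulin aggregation driven by PDI reduction with DTT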
MC4R ag barr – agonists of human melanocortin 4 receptor (MC4R) beta-arrestin; P32245; U2OS MC4R beta-arrestin complementation, luminescence; percent of melanotan II response, DMSO zero; activation, % at 8.9 µM; 360,000 tested, 0.98% active; AID 540308;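 active means activation above a per-plate cutoff, the mean activation of sample wells on that plate plus 3 SD, cut at about 8% in these data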
m5-HT2A agonist – agonists of mouse serotonin 5-HT2A receptor (HTR2A); P35363; CHO-K1 mHTR2A beta-arrestin complementation, luminescence; percent of 30 µM serotonin response; activation, % at 7.6 µM; 360,000 tested, 0.66% active; AID 624169;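 active means activation above a run cutoff, the mean activation of all tested compounds plus 3 SD, cut at about 14% in these data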;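 further: 0% = plate median of compound wells and 100% = 30 µM serotonin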
* = called active by the depositor; / = no result given.

SMILES	aDG glyco up	ABCB6 inh MLPCN	MC4R antag cAMP	Vif imaging	Glyco luc inh	CaV13 FRET inh	H9c2 protect	PDI turbidity	MC4R ag barr	m5-HT2A agonist
COc1ccc(CCC(=O)OCC(=O)Nc2ccc3[nH]c(=O)[nH]c3c2)cc1	-0.3	97	3	8	2	/	4	7	-1.2	-5
NCCCC[C@@H](C(=O)N1CCNCC1)n1cc([C@@H](N)CC(N)=O)nn1	0.0	91	-4	9	-1	-11	2	11	-1.2	1
C=CCOC(=O)C1=C(C)N=C2SCCC(=O)N2C1/C=C/c1ccccc1OC (stereo not drawn)	-0.1	98	6	-7	4	-1	5	4	-0.8	-1
CC(C)CC1NC(=O)N(CC(=O)N(C)C2CCCCC2)C1=O (stereo not drawn)	0.1	102	4	-2	0	-4	6	4	0.7	-2
CCCCn1c(N)c(N(CCC(C)C)C(=O)c2ccc3ccccc3c2)c(=O)[nH]c1=O	-0.3	99	-1	6	0	-16	9	2	-1.2	-2
CCOC(=O)c1cnn(-c2ccccc2)c1-n1cccc1C(=O)C(=O)N(CC)CC	-0.2	95	0	-2	1	-5	1	11	-4.5	3
COc1ccc(CN2CN(S(=O)(=O)c3ccccc3)c3nc4ccccc4nc32)cc1	0.1	94	-3	4	-4	-3	-5	-2	-0.5	-1
Cc1ccc(Sc2ccc(C(=O)NC(C)C)cc2[N+](=O)[O-])cc1	-0.4	89	-2	-22	-3	-7	-7	-20	0.3	-5
Cc1ccc(C(=O)N2CCCC(Nc3ccc(C)c(C)c3)C2)c(=O)[nH]1 (stereo not drawn)	-0.1	100	-1	5	0	-12	6	3	-2.5	9
CC(C)Cc1ccc(/C(=N/O)C(=O)O)s1	-0.2	95	-2	7	-3	/	-7	1	-0.2	-2
COC(=O)c1ccc2nc(NC(=O)COC(=O)CSc3nc(C)cc(C)n3)sc2c1	0.2	93	12	4	2	-14	-10	13	-2.6	2
O=C(c1cccs1)N1CCN(S(=O)(=O)c2cccs2)CC1	0.0	101	-2	0	-1	-15	4	-4	-0.4	5
COc1ccc(CC(=O)Nc2cc(S(=O)(=O)N3CCOCC3)ccc2N2CCOCC2)cc1OC	-0.2	93	3	-1	1	-4	5	-109	-1.8	4
O=C(O)CN(c1ccccn1)S(=O)(=O)c1ccc(Cl)cc1	0.2	92	-3	-4	0	-3	14	0	2.9	2
NC1=NC(=O)/C(=C/c2cccc(F)c2)S1	-0.1	99	3	-6	-2	-3	-1	-5	-2.2	0
O=C(Nc1ccccc1N1CCOCC1)c1ccc2ccccc2c1	-0.1	98	2	-9	-2	-18	13	-4	-0.8	2
O=c1c2ccccc2[nH]c(=S)n1CCCN1CCOCC1	-0.2	171	-3	/	1	-2	7	9	-2.3	3
c1ccc2[nH]c(NCc3ccc4c(c3)OCO4)nc2c1	0.1	101	-3	1	-5	-6	-14	-3	-1.1	-3
Cc1ccc(CN2CCNC(=O)C2CC(=O)NCCCn2ncc3ccccc32)o1 (stereo not drawn)	0.9	91	-2	-1	0	-4	-10	2	-0.7	-2
CC1(C(=O)NS(=O)(=O)C2CC2)CCCN(C(=O)c2cc3ccccc3s2)C1 (stereo not drawn)	-0.1	103	5	11	3	-6	-1	-4	0.3	14
CS(=O)(=O)N(CC(=O)N1CCN(c2ccccc2F)CC1)C1CCCCC1	0.1	102	9	/	1	-9	5	-1	0.1	-3
CN1C(=O)CC(N2CCN(Cc3ccc(Cl)cc3)CC2)C1=O (stereo not drawn)	0.1	94	8	10	2	-4	-1	0	-2.7	4
NS(=O)(=O)c1ccc(Sc2ccccn2)c([N+](=O)[O-])c1	0.0	96	-5	/	0	-20	3	2	-2.7	0
COc1ccc(C2C(C(=O)NCCN(C)C)c3cc(OC)c(OC)cc3C(=O)N2C)cc1OC (stereo not drawn)	-0.1	97	10	-7	0	-4	10	5	-0.9	3
O=C(NCCO)c1ccc2c3n(nc2c1)-c1ccc(Cl)cc1CO3	0.4	95	9	/	2	-5	-5	-1	-0.5	5
COC(=O)c1ccc(CSc2ncnc3c2nnn3-c2ccc(F)cc2)o1	-0.1	110	12	8	1	/	-20	5	2.0	1
CCOC(=O)Nc1ccc2c(CN3CCN(S(=O)(=O)c4ccccc4F)CC3)cc(=O)oc2c1	0.4	99	6	-1	-1	-6	18	-8	0.0	1
CCOc1cc2[nH]c(=O)n(CCC(=O)NCc3ccc(OC)cc3)c(=O)c2cc1OCC	-0.2	97	2	-3	3	-3	1	-4	1.8	2
Cc1ccc(S(=O)(=O)N2[C@@H](c3ccccc3)C(C(=O)O)=CC[C@H]2c2ccc3c(c2)OCO3)cc1	0.5	102	11	/	2	-12	2	-2	-0.2	-8
O=C(c1ccccc1F)N1CCN(c2ccc([N+](=O)[O-])c(NCc3cccnc3)c2)CC1	-0.1	100	-7	-5	1	-5	15	15	-0.5	-2
COc1cc(/C=C(\CC(=O)O)c2nc3ccccc3s2)ccc1OCC(=O)Nc1ccccc1F	-0.1	98	-3	3	1	-6	5	3	-1.1	4
CC1CCc2sc(C(=O)OCC(=O)NCc3ccc(F)cc3)cc2C1 (stereo not drawn)	-0.2	100	-24	-2	12	-2	-15	-4	13*	4
COc1ccc(CCNC(=O)CSc2nc3[nH]ncc3c(=O)n2-c2ccccc2Br)cc1OC	0.1	97	7	8	2	-3	-6	-1	-4.2	-3
O=C(C[n+]1cc(Br)cc2ccccc21)c1ccc(Br)cc1	-0.2	138	16	15	-1	-3	-1	2	-0.3	-2
O=C(O)CCCC(=O)NCc1c(Cl)cccc1Sc1ccc(Cl)cc1	0.1	95	4	6	3	-19	2	1	-0.1	-1
Cc1ccc(CN2C(=O)C(F)(F)Oc3ccccc32)cc1	0.0	99	4	8	0	-17	0	-4	1.4	-5
COc1ccccc1C(=O)NCC(=O)OCC(=O)NNC(=O)c1ccc(Br)cc1	0.0	105	7	16	0	-6	3	-1	0.0	-2
COc1cc(-c2cc(C(=O)NCc3ccc(S(N)(=O)=O)cc3)c3ccccc3n2)cc(OC)c1OC	0.0	100	21	-2	0	-4	10	-3	1.6	-3
CCN(Cc1nc(-c2ccc(C)cc2)no1)C(=O)c1ccco1	0.0	102	22	-14	-2	-7	-4	-18	0.4	-2
Cc1onc(-c2ccccc2)c1C(=O)OCC(=O)N1CCC(C)CC1	0.0	96	-2	-6	-2	-7	-4	-8	-1.1	-4
O=C(NCCCc1ccccc1)C(=O)NCC1OCCN1S(=O)(=O)c1cc(F)ccc1F (stereo not drawn)	0.0	96	-1	-6	-3	/	-5	7	-1.2	-2
Cc1cc(NC(=O)c2ccc([N+](=O)[O-])cc2Cl)ccc1NC(=O)c1ccco1	0.4	96	-7	0	5	-3	-3	6	-0.9	1
COc1cccc(CC2(CO)CCCN(Cc3cn[nH]c3C3CCCCC3)C2)c1 (stereo not drawn)	0.3	100	-3	-4	1	-5	-3	-1	-5.9	-5
Cc1ccc(SCC(=O)O/N=C(\N)c2ccc([N+](=O)[O-])cc2)cc1	0.0	103	7	-4	22	-6	-5	-2	-0.5	1
CCOc1cccc(C(=O)Nc2cc(C)ccc2NC(=O)c2ccco2)c1	0.2	98	-1	-29	-2	-9	-1	3	-1.3	6
O=C(COc1ccc2ccccc2c1Br)Nc1ncn[nH]1	0.4	100	12	-5	-11	-9	-17	-15	13*	0
C=CCNC(=O)COc1cc(C)ccc1C	0.0	97	2	-7	-2	/	0	-3	1.2	2
Cc1ccc(NCC(=O)NNC2=NCCC2)c(C)c1	0.1	107	2	-13	0	-20	7	-5	-1.6	1
COc1cc(C2C(=O)N(C3CCCC3)CC(=O)N2Cc2ccco2)ccc1OC(C)C (stereo not drawn)	0.0	104	13	-11	-2	-5	6	6	0.6	-1
COc1cc(/C=C2\C(=N)N3N=C(S(C)(=O)=O)SC3=NC2=O)ccc1OS(=O)(=O)c1ccc(C)cc1	0.1	101	2	-10	4	-3	-4	20	-0.4	3
COc1ccc(CSc2nc3ccccc3c(=O)n2CCCN2CCOCC2)cc1F	0.0	106	12	-3	-5	0	5	0	0.5	-6
COc1ccc(-c2n[nH]c(C)c2-c2cnn(-c3ccccc3)c2)c(O)c1	-0.2	92	7	-6	-6	-6	5	-1	2.2	3
O=C(NNC(=S)NC1CCCCC1)c1cccs1	-0.1	98	-1	0	0	-4	-13	-2	0.9	-1
CC(CC(=O)NCCc1ccc(F)cc1)c1ccccc1 (stereo not drawn)	0.1	98	5	-12	-1	-20	5	-1	-1.6	2
Cc1[nH][nH]c(=O)c1N=Nc1ccc(S(N)(=O)=O)cc1	-0.2	98	-27	43	11	-3	-1	-3	-1.6	-3
O=C(CC1(O)CCCCC1)OC1CCCC1	-0.1	102	7	11	-1	/	2	7	-1.8	-1
COc1ccc(Cc2nnc(NC(=O)Nc3ccccc3OC)s2)cc1	0.1	97	10	-12	0	-4	-4	12	3.6	6
C/C(=N/N=C1/NC(=O)CC(C(=O)O)S1)c1ccccc1 (stereo not drawn)	-0.1	101	15	-4	1	-3	0	-2	2.2	4
CCNC(=O)C1(C)CCCN(C(=O)c2ccc3ccccc3n2)C1 (stereo not drawn)	0.3	98	-1	9	2	-15	2	5	-0.3	-1
CC(=O)c1sc(NC(=O)CCS(=O)(=O)c2ccccc2)nc1C	1.7	105	9	-4	-10	-5	-2	6	1.1	8

2 successive compounds out of the list so far, for reference:
SMILES	aDG glyco up	ABCB6 inh MLPCN	MC4R antag cAMP	Vif imaging	Glyco luc inh	CaV13 FRET inh	H9c2 protect	PDI turbidity	MC4R ag barr	m5-HT2A agonist
O=C(NCCCc1ccccc1)C(=O)NCC1OCCN1S(=O)(=O)c1cc(F)ccc1F (stereo not drawn)	0.0	96	-1	-6	-3	/	-5	7	-1.2	-2
Cc1cc(NC(=O)c2ccc([N+](=O)[O-])cc2Cl)ccc1NC(=O)c1ccco1	0.4	96	-7	0	5	-3	-3	6	-0.9	1

(cont.)
SMILES	aDG glyco up	ABCB6 inh MLPCN	MC4R antag cAMP	Vif imaging	Glyco luc inh	CaV13 FRET inh	H9c2 protect	PDI turbidity	MC4R ag barr	m5-HT2A agonist
COc1ccc(N2CCN(CCCNC(=O)C(=O)c3c(C)n(C)c4ccccc34)CC2)cc1	-0.1	102	-4	54*	-1	-5	1	-1	-2.1	-9
COc1cc(CN2CCCC(CO)(Cc3cccc(Cl)c3)C2)cc(OC)c1O (stereo not drawn)	0.0	97	19	3	-1	-4	6	7	0.7	3
COc1ccc(SCCN2CC[C@@H](C(C)(C)C)CCC2=O)cc1	0.2	95	6	5	1	-9	4	-6	2.9	0
CC(NC(=O)COC(=O)c1ccc(N(C)C)cc1)c1ccccc1 (stereo not drawn)	-0.3	102	-8	-8	2	-4	0	4	-0.7	6
C[C@@]12CC(=O)NC1N(C(=O)c1ccccc1)C(c1ccccc1OC(=O)c1ccccc1)C2 (stereo partly drawn)	-0.2	102	-1	14	1	-5	1	9	0.6	13
COc1cccc(NC(=O)C2(C)CCN2C(=O)CC2CCCC2)c1 (stereo not drawn)	-0.2	95	11	0	-1	-10	-1	13	-0.6	7
